Source: PubChem BioAssay
GLS inhibitor: blocks human kidney-isoform glutaminase activity. O94925. GLS enzymatic activity, qHTS titration. AID 624170. Potency, µM (doses to about 45.5 µM), without a hit: at the top dose activity change, negative = inhibition, actives largely listed as inhibitors. 0.21% of 410,000 active; active = well fitted inhibition curve with a large enough effect; inconclusive = small, poorly fitted or top-dose-only effect, or another doubt; inactive = no such curve, though single readings can be large or run the other way
Target sequence (O94925 whole entry, looked up, canonical isoform): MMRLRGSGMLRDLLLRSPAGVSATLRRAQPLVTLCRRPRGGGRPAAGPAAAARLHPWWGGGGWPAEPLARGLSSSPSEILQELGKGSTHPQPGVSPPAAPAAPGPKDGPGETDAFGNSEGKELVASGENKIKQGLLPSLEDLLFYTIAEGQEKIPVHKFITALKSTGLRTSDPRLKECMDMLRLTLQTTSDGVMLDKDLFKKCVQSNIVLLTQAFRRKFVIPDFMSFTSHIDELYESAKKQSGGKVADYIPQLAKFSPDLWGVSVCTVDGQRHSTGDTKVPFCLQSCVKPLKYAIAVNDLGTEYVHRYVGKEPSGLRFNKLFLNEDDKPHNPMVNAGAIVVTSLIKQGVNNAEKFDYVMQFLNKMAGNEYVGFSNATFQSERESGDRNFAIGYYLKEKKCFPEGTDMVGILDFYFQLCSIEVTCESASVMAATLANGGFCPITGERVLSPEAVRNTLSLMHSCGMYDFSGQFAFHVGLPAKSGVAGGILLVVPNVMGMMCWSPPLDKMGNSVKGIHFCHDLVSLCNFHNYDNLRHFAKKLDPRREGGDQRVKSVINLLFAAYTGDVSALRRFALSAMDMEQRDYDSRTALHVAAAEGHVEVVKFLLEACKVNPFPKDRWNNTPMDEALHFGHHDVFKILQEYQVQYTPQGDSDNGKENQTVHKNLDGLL
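Compounds were pin-transferred onto hKGA, after which L-glutamine (1 mM solution) and a detection mix of glutamate oxidase, HRP and Amplex Red were added. Initial and 30 min RT fluorescence reads were collected.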
The depositor's hits bear a star; ? = inconclusive; [ ] = dose if it differs, or a comment. % is set by controls: 0 for no effect and ±100 for the full control effect; potency is the fitted concentration of half-maximal effect. The list is partial; count on the stated rates, not on these rows.

GLS inhibitor | molecule
5.1% | CC1ON=C(c2ccccn2)N(Cc2ccc3c(c2)OCO3)C1=O (configuration not stated)
7.3% | Cc1ccccc1S(=O)(=O)NC(=O)C1(C)CCN1C(=O)c1ccccc1CCc1ccccc1 (configuration not stated)
-2.3% | CCCCC[C@@H](C)N1C[C@H](COCc2ccccc2)Oc2cc(N3CC[C@@H](N(C)C)C3)ccc2S1(=O)=O
4.9% | CCc1nc2ccc(C(=O)NCc3ccc(OC)cc3)cn2c1N(CC)Cc1cccc(Br)c1
-2.1% | CC(=O)Nc1cccc(Oc2nc(NCC3CC3)nc3ccsc23)c1
4.9% | COc1ccc(-c2csc(C(O)c3cccc(OC)c3)n2)cc1 (configuration not stated)
11.5% | O=C(NCc1cc(Cl)cc(Cl)c1)c1ccc2sc([C@H]3C[C@H](O)[C@@H](CO)O3)nc2c1
-1.7% | CC1(C(=O)NCC2CC2)Cc2c(-c3ccc4c(c3)OCO4)ccnc2O1 (configuration not stated)
4.2% | O=C([C@H]1O[C@@H](n2ccc(=O)[nH]c2=O)[C@H](O)[C@@H]1O)N1CCSC1
-5.3% | COc1ccc(NC(=O)C2Cc3c(-c4cccc(F)c4)ccnc3O2)cc1OC (configuration not stated)
-18.5% | CC1(C(=O)NCc2ccccn2)CCN1C(=O)Cc1ccc(Cl)cc1Cl (configuration not stated)
7.9% | COc1ccc(C(O)c2ncc(-c3ccccc3OC)[nH]2)cc1F (configuration not stated)
4.9% | OCC1OC(n2cnc3ncccc32)C(O)C1O (configuration not stated)
13.4% | CCN(CC)C(=O)c1cccc(-c2csc(C(C)(NC(C)=O)c3ccc(OC)cc3)n2)c1 (configuration not stated)
-2.0% | Cc1ccccc1CN1CC2=C(CCN(Cc3ccccc3)C2=O)N2CCN=C12
-9.1% | Cc1ccc(F)cc1-c1nc(NC(C)C)nc2cc(-c3ccccc3)sc12
0.4% | COc1ccc(CC(N)c2csc(NC(=O)Nc3ccccc3C(C)(C)C)n2)cc1 (configuration not stated)
-7.1% | CCCCC(=O)N(C)c1c(CC)nc2c(OCC(=O)N3CCOCC3)cccn12
-2.4% | CCC(=O)N1CCC1(C)C(=O)Nc1ccccc1 (configuration not stated)
5.3% | CCCS(=O)(=O)NC(=O)C1(C)CCN(C(=O)c2cc(C(C)(C)C)nn2C)C1 (configuration not stated)

Given tab-delimited: two of the compounds above
Compound	GLS inhibitor
CC1(C(=O)NCc2ccccn2)CCN1C(=O)Cc1ccc(Cl)cc1Cl (configuration not stated)	-18.5%
COc1ccc(C(O)c2ncc(-c3ccccc3OC)[nH]2)cc1F (configuration not stated)	7.9%

(more compounds)
GLS inhibitor | molecule
3.0% | CCc1nc2ccc(C(=O)Nc3ccc4c(c3)OCC(=O)N4)cn2c1N(C)C(=O)C1CCCCC1
0.5% | CCCCC[C@H]1CCCCC[C@@H](O)C[C@H](O)[C@H](O)/C=C/C(=O)O1
5.1% | COc1ccc(-c2ccc(C(=O)NCCN(C)C)c3occc23)c(C)c1
-8.4% | COC(=O)[C@]12CCCCC=C1N(CCC1=CCCCC1)C(=O)[C@H](CC(=O)NCCc1ccccc1OC)C2
-7.7% | COc1cc(-c2cc(NC=O)c3ncc(-c4ccc(C(C)=O)cc4)n3c2)ccc1O
-3.5% | CC(C)C(=O)N1CCCC1(C)C(=O)Nc1cccc(Oc2ccccc2)c1 (configuration not stated)
-7.9% | O=C1NC[C@H](CCCCN2C[C@H](Cc3ccccc3)N(Cc3ccccc3)C(=O)C2=O)N(CC2CCCCC2)C1=O
1.4% | O=C1NC[C@H](CCCCN2C[C@H](Cc3ccc(O)cc3)N(CC3CCCCC3)C(=O)C2=O)N(CCC2CCCCC2)C1=O
0.8% | CCOC1=C2CN(S(=O)(=O)c3ccc(C)cc3)[C@H](c3cccc(Cl)c3)C[C@@H]2N(S(=O)(=O)c2ccccc2[N+](=O)[O-])[C@H](c2ccccc2)C1
-16.2% | CCOC(=O)[C@]12CCC=C1N(Cc1ccco1)C(=O)[C@H](CC(=O)NCc1cccc(C(F)(F)F)c1)C2
4.7% | COc1ccc(-c2c(Sc3ccccc3)c3cc(-c4ccc5c(c4)OCO5)ccc3n2C)cc1
2.7% | CC(O)(c1cccnc1)c1nc(-c2cccc(C#N)c2)cs1 (configuration not stated)
4.1% | Nc1[nH]c(C(=O)c2ccccc2)c(-c2ccc(Br)cc2)c1C(=O)NC1CCCCC1
2.4% | COc1cccc(CN2CCC2(C)C(=O)Nc2cccc(Oc3ccccc3)c2)c1OC (configuration not stated)
-0.3% | CC1(C(=O)NS(=O)(=O)C2CC2)CCN(C(=O)c2ccc3c(c2)OCO3)C1 (configuration not stated)
10.0% | C[C@@H]1COc2cc(N(C)CCO)ccc2S(=O)(=O)N1
-11.4% | CC(C)c1ccc(NC(=O)C2(C)Cc3c(-c4cccc(C(F)(F)F)c4)ccnc3O2)cc1 (configuration not stated)
-10.7% | C#CCNC(=O)C[C@@H]1C[C@@]2(C(=O)OCC)CCCC=C2N(Cc2ccc(Cl)cc2Cl)C1=O
0.5% | C=CCC[C@@H](CCCCC)OC(=O)/C=C/[C@@H](O)[C@H](O)C[C@H](O)CC=C
20.5% | CCc1nc2ccc(C(=O)NCCCn3ccnc3)cn2c1N(C)Cc1nccs1
2.2% | Brc1cccc(-c2nc3c4ccccc4ccn3c2CC2CCCCC2)c1
9.2% | COc1cccc(C(c2nnnn2C(C)(C)C)N2CCN(C/C=C/c3ccccc3)CC2)c1OC (configuration not stated)
-15.7% | CCC(OC(=O)c1ccc(S(C)(=O)=O)c([N+](=O)[O-])c1)C(=O)NC1C2CC3CC(C2)CC1C3 (configuration not stated)
-5.6% | O=C(Nc1ccccc1)c1cc(C2CCCCN2C(=O)CCCc2ccccc2)on1 (configuration not stated)
3.9% | NC(=O)c1cccc(-c2cnc3c(Nc4cccc(OC(F)(F)C(F)F)c4)nccn23)c1
-0.2% | CC(C)CCN1CCC(CN2C(=O)C(=O)NC[C@@H]2CC(C)C)CC1
-3.1% | COc1ccc(C(C)(O)c2nc(-c3ccncc3)cs2)cc1 (configuration not stated)
-8.8% | CCc1nc2c(OCc3cc(Cl)cc(Cl)c3)cccn2c1N(C)C(=O)c1ccc(C)cc1
0.2% | CC(=O)c1ccc(Nc2nc(C(N)c3ccccc3Cl)cs2)cc1 (configuration not stated)
-1.2% | CNc1cncc(-c2ccc(OC)c(OC)c2)n1
14.4% | CC(C)n1nnnc1C1c2ccccc2C(=O)N1CCOc1ccccc1 (configuration not stated)
6.31µM* | N[C@@H](C(=O)N[C@@H]1C(=O)N2C(C(=O)O)=C(CSc3cn[nH]n3)CS[C@H]12)c1ccc(O)cc1
1.8% | COc1ccc(C2C=CC(=O)CC2)c(OC)c1 (configuration not stated)
4.7% | CC1=C(C(=O)N(C(C)C)C(C)C)CC(CC(=O)NCc2cccs2)C(=O)N1Cc1ccc(F)cc1 (configuration not stated)
4.0% | NC(Cc1ccc(C(F)(F)F)cc1)c1csc(NC(=O)Nc2ccccc2Cc2ccccc2)n1 (configuration not stated)
-8.8% | COc1ccc(-c2noc([C@@H]3O[C@H](CO)[C@H](O)[C@H](O)[C@H]3O)n2)cc1OC
-9.0% | CCCNC(=O)C1(C)CCCN(C(=O)Cc2cccc(OC)c2)C1 (configuration not stated)
-3.1% | CCN(C)C1CN(Cc2cn(Cc3ccc(Cl)cc3)nn2)S(=O)(=O)C1 (configuration not stated)
-16.0% | c1cc2cc(CNc3nc(NCC4CC4)nc4ccsc34)ccc2o1
-0.7% | COc1ccc(Cl)cc1-c1cc(C(=O)NCc2ccco2)[nH]n1

A stretch taken from the entries so far, as a working copy:
GLS inhibitor | molecule
-3.1% | CCN(C)C1CN(Cc2cn(Cc3ccc(Cl)cc3)nn2)S(=O)(=O)C1 (configuration not stated)
-16.0% | c1cc2cc(CNc3nc(NCC4CC4)nc4ccsc34)ccc2o1
-0.7% | COc1ccc(Cl)cc1-c1cc(C(=O)NCc2ccco2)[nH]n1

(further entries)
GLS inhibitor | molecule
5.6% | COc1ccccc1CCn1cnc(-c2ccc(OC)c(OC)c2)c1C(C)C
-0.6% | CN(C)c1ncnc2c1ncn2[C@H]1CN(Cc2ccc3c(c2)OCO3)C[C@@H](CO)O1
30.4%[activator] | CC(C)C(N)c1csc(Nc2ccc(C(=O)NCCCO)cn2)n1 (configuration not stated)
-15.7% | Cc1ccc(-c2ccc(CN3C(C(C)C)C(=O)N(Cc4cn(CCC5OCCO5)nn4)CCS3(=O)=O)cc2)c(C)c1 (configuration not stated)
8.9% | CNc1cncc(-c2ccoc2)n1
3.7% | COc1ccc(OC)c(S(=O)(=O)NC(=O)C2(C)CCN2C(=O)CC2CCCC2)c1 (configuration not stated)
13.5% | NC(Cc1ccc(F)cc1)c1csc(Nc2nncc3ccccc23)n1 (configuration not stated)
2.1% | CCOC(=O)C1=CCN(S(=O)(=O)c2ccccc2Br)C1c1ccc(Br)cc1 (configuration not stated)
-11.2% | COc1ccc(OC)c(NC(=O)Nc2nnc([C@@H]3O[C@H](CO)[C@@H](O)[C@H]3O)s2)c1
-14.4% | CCOC(=O)[C@]12CCC=C1N(Cc1cccc3ccccc13)C(=O)[C@H](CC(=O)NCCCCc1ccccc1)C2
-0.6% | COc1cccc(C(O)c2nc(-c3ccc(N(C)C)cc3)cs2)c1 (configuration not stated)
-1.4% | CN1CCN(C2CN(Cc3cn(Cc4ccccc4F)nn3)S(=O)(=O)C2)CC1 (configuration not stated)
-0.8% | Cc1c(C(=O)N2CCCC2(C)C(=O)NCC(C)C)oc2ccccc12 (configuration not stated)
14.1% | CN(C)CCN(C)C1CN(Cc2ccc(F)cc2)S(=O)(=O)C1 (configuration not stated)
-0.4% | NC(c1csc(Nc2cc(Oc3ccccc3)ncn2)n1)c1ccccc1Cl (configuration not stated)
-0.9% | COC(=O)CCCn1cc(CN2CC(N3CCN(Cc4cccc(C)c4)CC3)CS2(=O)=O)nn1 (configuration not stated)
0.6% | CCCN(C)C1CN(Cc2cn(Cc3ccccc3)nn2)S(=O)(=O)C1 (configuration not stated)
-1.0% | COc1ccc([C@H]2CC(=O)C[C@@H](CCn3cc(-c4ccc(F)cc4)nn3)O2)cc1
2.9% | CC1(C(=O)NS(=O)(=O)Cc2ccccc2C(F)(F)F)CCN1C(=O)c1ccco1 (configuration not stated)
4.8% | CCCCN(CCCC)Cc1cc(=O)oc2cc(OC)ccc12

Some of these compounds in order of the GLS inhibitor value, ascending.
mol | GLS inhibitor
CCOC(=O)[C@]12CCC=C1N(Cc1cccc3ccccc13)C(=O)[C@H](CC(=O)NCCCCc1ccccc1)C2 | -14.4%
CCCCN(CCCC)Cc1cc(=O)oc2cc(OC)ccc12 | 4.8%
CNc1cncc(-c2ccoc2)n1 | 8.9%
CN(C)CCN(C)C1CN(Cc2ccc(F)cc2)S(=O)(=O)C1 (configuration not stated) | 14.1%

New compounds follow
GLS inhibitor | molecule
? | CCCCCCCCN1C(=O)[C@H](CC(=O)N2CCOCC2)C[C@@]2(C(=O)OCC)CCCC=C12
-0.5% | CCc1nc2c(OCc3ccc(C#N)cc3)cccn2c1N(C)C(=O)c1cccs1
9.0% | COc1ccc(C(O)c2nc(-c3cc(F)cc(F)c3)cs2)cc1 (configuration not stated)
87.2%[activator] | Cc1[nH]ncc1Nc1ccccc1C(C)C
1.5% | CC(=O)c1cccc(NC(=O)c2cccc3c(-c4cccc(C(N)=O)c4)coc23)c1
-1.4% | CC(O)(C(=O)c1ccccc1)c1ccccc1 (configuration not stated)
24.4% | Cn1c(=O)c2cc(NC(=S)NC3CC3)ccc2n1C/C=C/c1ccccc1
19.9% | CCCc1nc2ccc(C(=O)OC)cn2c1Cc1ccc(C)cc1
6.1% | CN1CCCC1(C)C(=O)Nc1ccc(-n2cccc2)cc1 (configuration not stated)
6.5% | CC(=O)c1cccc(-c2ccnc3c2CC(C(=O)NCc2ccc(F)c(F)c2)O3)c1 (configuration not stated)
6.5% | CCCS(=O)(=O)NC(=O)C1(C)CCCN(C(=O)c2ccc3ccccc3n2)C1 (configuration not stated)
-11.3% | CC=CCn1c(SCCCc2ccccc2)nc2c1c(=O)[nH]c(=O)n2C
6.0% | COCCNc1nc(Oc2cccc(NC(C)=O)c2)c2sccc2n1
-4.1% | CC1(C(=O)Nc2cccc3cccnc23)CCN1Cc1ccc(-c2ccccc2)o1 (configuration not stated)
0.2% | CCCS(=O)(=O)NC(=O)C1(C)CCCN(C(=O)c2nc(C)oc2C)C1 (configuration not stated)
1.6% | CN(CCc1ccccc1)c1cc2c(c3c1ccn3C)C1CCC2O1 (configuration not stated)
-9.1% | CCC(CC)C(=O)N(C)c1c(C)nc2c(OCc3cccc(OC)c3)cccn12
24.0% | FC(F)(F)c1cccc(-c2cncc(N3CCN(CCN4CCCC4)CC3)n2)c1
2.5% | CN(C)CCCNc1nc2cc(-c3ccccc3)sc2c(=O)n1C
5.2% | CC(=O)Nc1ccc(-c2ccnc3c2CC(C(=O)Nc2ccccc2)O3)cc1 (configuration not stated)
-13.1% | CC(N)C(=O)NC(C(=O)NC(C)C(=O)Nc1cccc2ccccc12)C(C)C (configuration not stated)
7.4% | C[C@H](O)[C@@H]1CN2CCc3c([nH]c4ccccc34)[C@@H]2C[C@@H]1N(C)C(=O)OCc1ccccc1
-7.8% | COc1ccc(CNC(=O)c2sc(=O)n(Cc3ccc(C)cc3)c2C)cc1
4.0% | Cc1noc(C)c1C(=O)N1CCC1(C)C(=O)NS(=O)(=O)c1ccc(F)cc1F (configuration not stated)
6.3% | CCc1nc2c(OCc3ccc(Cl)cc3)cccn2c1N(C=O)Cc1ccc(OC)cc1
20.1% | CC(C)C[C@@H]1Cc2[nH][nH]c(=O)c2[C@H](C(C)C)O1
-5.9% | CC(C)CC(N)c1csc(Nc2ccc(S(C)(=O)=O)cc2)n1 (configuration not stated)
15.8% | COC(=O)c1cc(=O)nc(NN=C2CCCCC2)s1
